CXCR6 inh: CXCR6 (human) receptor inhibition. 0.36% of 360,000 active. CHO-K1 PathHunter CXCR6 beta-arrestin, luminescence. O00574. inhibition, % at 20 µM; in the data active = inhibition above about 34%, passing the limit was not always enough;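 note: antagonist mode with CXCL16 agonist at 10 nM final; 0% = 10 nM CXCL16 with DMSO and 100% = unstimulated wells without agonist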
Gli-Sufu antag: antagonists of Gli-Sufu signaling; Sufu-KO-LIGHT fibroblasts, Gli luciferase reporter luminescence; inhibition, % at 5 µM; 0.74% of 340,000 active; AID 588413;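 active = inhibition above about 55%, limit read from the data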;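 note: 0% = DMSO-treated cells and 100% = wells with medium but no cells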
Jurkat NFkB inh: lowers PMA/ionomycin-induced NF-kB signal in Jurkat cells | PMA/ionomycin-induced NF-kB luciferase reporter, luminescence | inhibition, % at 4 µM | 0.53% of 330,000 active | AID 435003; in the data active = inhibition above about 50%
CCR6 antag: antagonists of human CCR6 receptor; P51684; CHO-K1 CCR6 PathHunter beta-arrestin, luminescence, CCL20-stimulated; inhibition, % at 20 µM; 0.49% of 340,000 active;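 active = compounds whose inhibition of the agonist-driven luminescence signal at 20 µM reaches about 50%, limit read from the data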;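 note: cells stimulated with CCL20 at 14 nM final; plate controls were DMSO with CCL20 for no effect and DMSO without agonist for full effect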
Target sequence (P51684 whole entry, looked up): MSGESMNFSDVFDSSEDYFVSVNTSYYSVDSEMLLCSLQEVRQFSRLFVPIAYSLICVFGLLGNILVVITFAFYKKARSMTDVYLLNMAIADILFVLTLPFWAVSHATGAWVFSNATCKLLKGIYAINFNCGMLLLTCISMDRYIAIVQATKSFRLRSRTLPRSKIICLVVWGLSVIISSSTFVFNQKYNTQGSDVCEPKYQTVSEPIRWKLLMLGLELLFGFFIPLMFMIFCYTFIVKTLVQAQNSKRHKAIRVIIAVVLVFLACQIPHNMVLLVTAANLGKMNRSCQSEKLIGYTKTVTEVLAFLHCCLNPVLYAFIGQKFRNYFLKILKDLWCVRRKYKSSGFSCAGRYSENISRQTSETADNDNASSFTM
UBC13 inh: human UBC13 polyubiquitination inhibition; P61088; UBC13 polyubiquitin chain formation, TR-FRET; inhibition, % at 20 µM; 0.47% of 330,000 active; in the data active = inhibition above about 45%, passing the limit was not always enough; inconclusive = no clear call, values can overlap the other calls
Target sequence (P61088 whole entry, looked up): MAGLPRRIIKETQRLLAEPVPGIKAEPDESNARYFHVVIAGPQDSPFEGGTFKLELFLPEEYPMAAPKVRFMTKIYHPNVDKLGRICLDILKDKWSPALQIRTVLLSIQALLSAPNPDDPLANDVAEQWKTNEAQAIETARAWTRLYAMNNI
EBI2 block: EBI2 (human) antagonism | P32249 | EBI2 beta-arrestin recruitment, luminescence, 7a,25-OHC stimulated | inhibition, % at 5 µM | 0.81% of 360,000 active | AID 651636; in the data active = inhibition above about 38%;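 note: enzyme fragment complementation signal reports receptor beta-arrestin coupling in cells; 0% = agonist plus DMSO wells and 100% = wells without agonist; some results beyond the cut were filed as inactive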
Target sequence (P32249 whole entry, looked up, the tested form may be a part): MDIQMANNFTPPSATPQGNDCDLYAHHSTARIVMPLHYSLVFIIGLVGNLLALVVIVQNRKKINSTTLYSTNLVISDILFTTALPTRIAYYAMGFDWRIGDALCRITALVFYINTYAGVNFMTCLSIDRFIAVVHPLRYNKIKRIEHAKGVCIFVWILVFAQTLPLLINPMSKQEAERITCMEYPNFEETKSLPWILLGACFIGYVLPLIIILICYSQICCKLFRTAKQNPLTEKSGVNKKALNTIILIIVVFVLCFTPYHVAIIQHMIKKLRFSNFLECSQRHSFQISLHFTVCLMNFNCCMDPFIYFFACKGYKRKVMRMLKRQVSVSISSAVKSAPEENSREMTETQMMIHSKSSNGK
APJ antagonist: APJ receptor antagonism; P35414; CHO-K1 APJ beta-arrestin complementation, luminescence; inhibition, % at 20 µM; 0.32% of 330,000 active;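 active = inhibition above about 40% at 20 µM, limit read from the data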;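 note: cells challenged with 10 nM apelin-13 agonist together with compound; plate controls were apelin-13 plus DMSO wells for no effect and DMSO wells lacking apelin-13 for full effect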
697 NFkB inh: inhibitors of the PMA/ionomycin-induced NF-kB reporter in 697 B cells. 0.33% of 330,000 active. inhibition, % at 4 µM. 697 B-cell NF-kB luciferase reporter, 16 h; in the data active = inhibition above about 35%
* = called active by the depositor; ? = inconclusive; · = no result given.

SMILES	CXCR6 inh	Gli-Sufu antag	Jurkat NFkB inh	CCR6 antag	UBC13 inh	EBI2 block	APJ antagonist	697 NFkB inh
COc1ccc(C(=O)n2cnc3ccccc32)cc1	-1	3	-5	2	0	-1	13	20
COc1ccccc1C(=O)Nc1ccnn1C1CCN(Cc2cnn(C)c2)CC1	-11	9	7	-2	-4	2	-9	-15
COc1ccc(CN2CCN(C(=O)CCC(=O)Nc3nnc(C(F)(F)F)s3)CC2)cc1F	-8	4	-1	5	-4	-2	11	-33
CC(c1ccccc1)C(CC(=O)O)C(=O)NC1CCCCC1 (centres undefined)	3	20	-5	-9	7	-7	8	8
Nc1nc(SCc2ccccc2Cl)nc2nc3c(cc12)CCCC3	-6	-1	-3	15	19	5	-11	1
CC1(C)NC(=O)N(CC(=O)OCc2cc(=O)n3cc(Br)ccc3n2)C1=O	-5	-2	-2	-8	2	-4	4	12
Cc1cccc(N=Cc2[nH]c3ccc(Br)c(Cl)c3c2O)c1	19	2	·	9	·	19	·	·
CC1CN(C(=S)Nc2ccc(Br)cc2Cl)CC(C)O1 (centres undefined)	-5	-2	6	7	-4	-10	2	-8
CCCCNS(=O)(=O)c1ccc(S(=O)(=O)N2CCC3(CC2)OCCO3)cc1	-6	7	16	4	5	3	-3	-19
Cc1cccc(C(=O)NCC(=O)OCC(=O)c2ccc(Cl)s2)c1	-10	-1	4	3	2	8	20	5
CC(C)c1ccc(S(=O)(=O)N2CCN(C(=O)CCNC(=O)Nc3ccccc3)CC2)cc1	8	2	13	4	-1	-3	-21	13
CCOC(=O)C1CCN(C(=O)CSc2nccc(C)n2)CC1	-5	19	-3	-3	-1	-2	21	3
COc1ccc(OC)c(NC(=O)CCCSc2ccccc2)c1	10	-12	-10	12	5	9	-5	-16
Cn1cccc1CC(=O)NNC(=S)Nc1ccccc1Cl	10	12	2	21	4	6	19	2
Cc1ccc(CN2C(=O)CCC2C(=O)NC(C)C)cc1 (centres undefined)	8	3	-20	-8	1	-11	9	14
CN1C(=O)N(CC(=O)NCc2ccc(Cl)cc2Cl)C(=O)C12CCCCC2	6	-14	-4	-1	5	-13	6	11
Cc1oc(C2CC2)cc1C(=O)O	-2	-1	10	2	11	0	-2	23
CCOc1ccc(NC(=O)CN(C)C(=O)c2nc3nc(C)cc(C)n3n2)cc1OCC	1	-13	-6	-10	-12	-11	-28	-10
Cc1ccc(NC(=S)NC(=O)CC2CC(C)(C)OC2=O)cc1 (centres undefined)	7	2	6	-3	-5	-6	16	5
CC(C)NC(=O)c1ccccc1N(Cc1ccccc1)S(C)(=O)=O	0	-2	2	10	4	-5	-4	6

Structures from the list above with a COOH group (two):
SMILES	CXCR6 inh	Gli-Sufu antag	Jurkat NFkB inh	CCR6 antag	UBC13 inh	EBI2 block	APJ antagonist	697 NFkB inh
CC(c1ccccc1)C(CC(=O)O)C(=O)NC1CCCCC1 (centres undefined)	3	20	-5	-9	7	-7	8	8
Cc1oc(C2CC2)cc1C(=O)O	-2	-1	10	2	11	0	-2	23

(continued)
SMILES	CXCR6 inh	Gli-Sufu antag	Jurkat NFkB inh	CCR6 antag	UBC13 inh	EBI2 block	APJ antagonist	697 NFkB inh
CCOC(=O)C1(Cc2ccccc2C(F)(F)F)CCN(C2CCSC2)CC1 (centres undefined)	-6	16	0	7	7	7	11	-19
c1ccc2[nH]c3cc4ncnc4cc3nc2c1	-9	-29	-4	0	-135	-14	0	-9
O=C(CCC(=O)N1CCN(c2ccccn2)CC1)Nc1nnc(C2CCCCC2)s1	3	-3	-4	-1	8	-1	1	-3
Cc1csc(=O)n1CC(=O)OCC(=O)N(CC(C)C)c1c(N)n(Cc2ccccc2)c(=O)[nH]c1=O	-10	-1	21	1	0	9	0	10
COc1ccc(Cl)cc1CN1C(=O)NC2(CCCCCC2)C1=O	3	20	-7	13	1	7	-20	-9
Cc1ccc(OCCCN2CCOCC2)cc1	-1	-5	-4	4	0	1	8	4
CC(=O)NC(CCS(C)(=O)=O)C(=O)Nc1c(C)cccc1C (centres undefined)	-5	16	10	9	-3	-5	-11	3
COC(=O)CNC(=O)COC(=O)/C=C/c1ccccc1[N+](=O)[O-]	3	0	5	-6	2	-4	11	4
CCC(C)(C)NC(=O)CN(C(=O)CNS(=O)(=O)c1ccccc1)c1ccccc1	4	3	-16	-12	?	-2	-7	18
O=C(Nc1nc(-c2ccc(-c3ccccc3)cc2)cs1)C1=COCCO1	-12	-5	-8	-7	-2	5	2	-16
Cc1cccc(C(=O)OCC(=O)c2c(N)n(CC(C)C)c(=O)n(C)c2=O)c1O	-6	15	16	14	8	5	-64	-24
Oc1[nH]c2ccccc2c1N=Nc1nc2ccccc2s1	28	-78	-174	58*	-392	14	37	-227
Cc1ccc(NS(=O)(=O)c2cc3c4c(cccc4c2)C(=O)NC3=O)cc1	3	2	16	-2	-1	-8	24	9
CN(CC(=O)Nc1ccc(N2CCOCC2)cc1)Cc1cc(=O)n2ccsc2n1	-4	-1	-7	-9	-13	-1	-14	-9
COc1ccc(/C=N/NC(=O)CCn2nnc3ccccc32)cc1	-6	-2	-10	-5	4	5	1	3
O=C(O)CC1(CC(=O)Nc2ccc(F)c(Cl)c2)CCCCC1	-8	10	-7	4	-6	-5	10	15
CCOC(=O)c1ccc(N2C(=O)CC(N(Cc3ccc4c(c3)OCO4)C(=O)Nc3ccccc3)C2=O)cc1 (centres undefined)	-3	8	1	0	4	13	-9	11
COc1cc(NC(=O)CSc2cc(C)c3cc(C)cc(C)c3n2)c(C(=O)O)cc1OC	-3	4	-9	-4	-11	-12	-11	-1
COc1ccc(NC(=O)CN(C)S(=O)(=O)c2ccc3c(c2)CCC(=O)N3)c(OC)c1	0	3	-2	7	-3	-6	10	2
Cc1ccc(N2C(=O)c3ccc(N)cc3C2=O)cc1	-4	-92	-9	8	-9	-7	-3	-57
Cc1c(Cl)cccc1NC(=S)NCc1ccc(Cl)cc1	5	1	7	-4	6	10	3	0
NS(=O)(=O)c1ccc(CNC(=O)c2ccc3c(=O)n4c(nc3c2)CCC4)cc1	7	-1	9	5	6	1	-10	2
Cc1ccc2cc(CCNC(=O)C(=O)c3c[nH]c4ccccc34)c(=O)[nH]c2c1	-13	8	-5	-35	40	-8	-17	13
CC(C)CC(=O)Nc1ccc2c(c1)OCO2	3	-11	-10	12	-4	-5	4	-14
Cc1nc2nc(C)c(CCC(=O)N3CCc4ccccc43)c(C)n2n1	-6	5	11	-2	-8	-9	36	8
O=C(CSc1nc2ccccc2[nH]1)NC(=O)NCc1ccco1	-2	4	-13	18	-9	-2	-6	-29
O=C(O)CC(c1ccc(Cl)cc1)n1cccc1 (centres undefined)	-23	-2	2	-10	-3	1	19	12
C=CCOc1ccccc1/C=N/O	16	-4	5	-7	6	-9	-4	19
COc1cccc(NC(=O)CN(C)C(=O)CNC(=O)c2ccc3ccccc3c2)c1	-5	-6	0	1	-1	20	20	-7
CCOC(=O)c1cnc2ccc(OC)cc2c1NCCc1ccc(OC)c(OC)c1	-1	37	12	12	18	15	-10	-98
Cc1ccc(Cl)c(OCC(=O)Nc2ccc3c(c2)OCCO3)c1	-3	-25	-85	-4	5	7	10	3
C=CCN1C(=S)CC(c2ccccc2)=Nc2ccccc21	5	-1	5	17	0	6	11	-1
Cc1ccc(-c2noc(CCC(=O)NC3CCCC3)n2)cc1	-5	-10	4	13	9	6	15	2
C(=N\N1CCN(c2ccccc2)CC1)/c1ccccc1	-7	-31	-52	8	-2	2	-3	-29
O=C(CCN1C(=O)/C(=C/c2ccc(F)cc2)SC1=S)NC1C=CS(=O)(=O)C1 (centres undefined)	-13	10	-5	10	-5	0	4	-27
CN(CCNC(=O)CN1C(=O)CSc2ccc(S(=O)(=O)N3CCCC3)cc21)Cc1ccccc1	0	27	6	2	-1	13	-5	-35
COc1cc2ccccc2cc1C(=O)Nc1cc(C)ccn1	-4	-53	-63	0	4	24	0	-67
CC1(C)CC(=O)N(c2ccc(Cl)cc2Cl)C(=O)C1	-4	68*	15	-5	0	-9	16	16
Fc1ccccc1CSc1nncn1NC/C=C/c1ccccc1	-2	-95	9	6	0	7	6	-7
C#CCSc1nnnn1-c1ccc(OCC)cc1	3	-6	-13	-1	0	3	14	0

Reformatted bar-delimited: three of the compounds above.
SMILES | CXCR6 inh | Gli-Sufu antag | Jurkat NFkB inh | CCR6 antag | UBC13 inh | EBI2 block | APJ antagonist | 697 NFkB inh
COc1ccc(C(=O)n2cnc3ccccc32)cc1 | -1 | 3 | -5 | 2 | 0 | -1 | 13 | 20
COc1ccccc1C(=O)Nc1ccnn1C1CCN(Cc2cnn(C)c2)CC1 | -11 | 9 | 7 | -2 | -4 | 2 | -9 | -15
COc1ccc(CN2CCN(C(=O)CCC(=O)Nc3nnc(C(F)(F)F)s3)CC2)cc1F | -8 | 4 | -1 | 5 | -4 | -2 | 11 | -33

New compounds follow.
SMILES	CXCR6 inh	Gli-Sufu antag	Jurkat NFkB inh	CCR6 antag	UBC13 inh	EBI2 block	APJ antagonist	697 NFkB inh
CC(=O)NCC(=O)OCC(=O)N1c2ccccc2Sc2ccccc21	4	-4	-8	2	-13	8	-4	7
Oc1ccccc1-c1cc(C(F)(F)C(F)F)nc(-c2ccccc2)n1	-7	0	15	2	-5	15	3	16
COC(=O)CCC(C)N1CCC(Oc2ccc(C(=O)N3CCCC3)cc2)CC1 (centres undefined)	-2	-8	-12	3	2	-9	13	-7
CN(C)c1cccc(NC(=O)c2ccco2)c1	6	-12	-12	9	-3	-2	4	-5
N#CCCN(C(=O)Cn1nc(C(=O)O)c2ccccc2c1=O)c1ccccc1	1	-8	-1	12	-3	7	9	12
O=C(Oc1ccc2ccccc2c1)c1ccccc1	-7	4	6	13	-5	-8	0	5
COC(=O)c1ccccc1SC1CC(=O)N(c2cccc(C)c2)C1=O (centres undefined)	-2	5	-2	5	-5	4	-3	-15
O=C(NNS(=O)(=O)c1ccc(Br)cc1)c1csnn1	-1	1	12	0	5	5	-1	15
COc1ccc(C2(CNC(=O)c3cccc([N+](=O)[O-])c3)CCOCC2)cc1	1	3	26	4	7	0	-3	14
O=C(NCc1ccccn1)C(=O)NCc1ccccn1	-5	-11	4	2	-11	2	14	-2
O=C(NN1CCOCC1)c1ccc(Cl)c([N+](=O)[O-])c1	-7	4	1	-2	-4	-2	-3	1
COc1ccc(/C=C2\SC(=S)N(CCCCCC(=O)Nc3cc(C)on3)C2=O)cc1OC	4	2	13	20	-12	2	14	17
COc1ccc(CCNC(=O)c2cc(-c3cc(C)ccc3O)n[nH]2)cc1OC	-3	·	4	13	4	18	-16	27
Cc1c(C(=O)Nc2ccc(Cl)cc2)c2ccccn2c1C(=O)c1ccc(F)cc1	6	-3	-14	-6	-4	-2	1	-6
O=C1C2C(C(=O)N1Cc1ccco1)C1C=CC2C12CC2 (centres undefined)	3	0	6	-3	10	-3	15	16
CNC(=O)Nc1cccc(-c2cc(-c3c(Cl)cccc3Cl)no2)c1	-7	-2	-7	-8	13	-6	-2	-48
CCO[C@@H]1OC(C(=O)Nc2ccccc2)=C[C@H](c2ccc(C(F)(F)F)cc2)[C@H]1CCCO	13	23	-11	11	10	-8	2	-11
CCN(CC)CCn1c(=N)n(CC(=O)c2ccc(Br)s2)c2ccccc21	6	3	8	3	5	22	30	-4
N#Cc1ccc(CSC2=NCCN2)cc1	-1	-11	6	-3	8	-8	25	10
O=C(OCC(=O)N1CCc2ccccc2C1)c1ccc(O)cc1	5	-7	-9	5	-7	-1	2	-7
C=CCNC(=O)/C=C/c1ccc(C(C)C)cc1	7	-26	-61	14	10	1	-1	-16
Cc1cccc(OCCNC(=O)c2ccc(Cl)c(S(=O)(=O)NCc3cccnc3)c2)c1	0	·	66*	11	7	7	-1	-28
COCCNC(=O)C1CC2Cn3c(nc4cc(C)c(C)cc43)C2N1C (centres undefined)	-11	-10	5	10	12	-12	9	6
CC(=O)c1cccc(NC(=O)c2cc3ccccn3n2)c1	8	-67	-69	-4	6	8	9	-46
CC(C)CCN(N=O)[C@@H](Cc1ccccc1)CN(N=O)[C@@H](Cc1ccccc1)CN(C)N=O	2	29	0	9	1	14	-66	0
Cc1ccc(C)c(SCC(=O)Nc2oc(C)c3c(C)n[nH]c(=O)c23)c1	-3	4	-13	9	-2	6	20	0
O=C(Nc1cccc([N+](=O)[O-])c1)Nc1cccc([N+](=O)[O-])c1	23	8	5	36	10	8	16	1
COc1cc2c3c(n(C)c(=O)c2cc1OC)-c1cc2c(cc1C3=O)OCO2	-6	6	·	-1	·	4	·	·
